Source: PubChem BioAssay
Bfl-1 inhibitors: Bfl-1 inhibitors, primary screen, biochemical, fluorescence polarization, FITC-Bid, mouse (AID 432). Bcl-2-related protein A1 (Mus musculus). FITC-Bid BH3 peptide fluorescence polarization displacement; higher % means a stronger effect. displacement, % at 20 µM, or IC50 in µM where a hit was titrated. 64,000 compounds, 0.02% hits; in the data active = a potency from the dose series; inactive = the rest, 99 in 100 with displacement below about 15%; also: strong numbers were not always called active
Spn MK inh: S. pneumoniae MK inhibitors, primary screen, biochemical, PK/LDH-coupled NADH absorbance; purified MK, PK/LDH-coupled NADH absorbance 340 nm; inhibition, % at 10 µM; 65,000 compounds, 0.48% hits; AID 555, 2006;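 active = ranked among the strongest by inhibition in the single 10 µM screen, a fixed top-ranked set picked for dose follow-up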; also: no value below 0 was filed
HT1080 cytotoxicity: cytotoxicity in HT1080 fibrosarcoma cells, cell-based, fluorescence readout (AID 620); HT1080 viability, fluorescence; higher % means a stronger effect; cytotoxicity, % at 10 µM, or EC50 in µM where a hit was titrated; 87,000 compounds, 0.42% hits;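 also: cells exposed to compound overnight then 4 h with Alamar Blue; 0% = vehicle DMSO and 100% = killing control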
HPDE-C7 viability: cytotoxicity in HPDE-C7 cells, cell-based, fluorescence, HTS (AID 430); 63,000 compounds, 1.8% hits; HPDE-C7 pancreatic duct cells viability, fluorescence; higher % means a stronger effect; one-dose cytotoxicity, % at 10 µM; EC50 in µM for titrated hits;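 also: cells exposed to compound for 48 hours before viability readout; 0% = vehicle and 100% = reference cytotoxic drug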
Spn PMK inh: S. pneumoniae PMK inhibitors, primary screen, biochemical, mevalonate pathway, pilot trial included; phosphomevalonate kinase (Streptococcus pneumoniae D39); purified PMK, PK/LDH-coupled NADH absorbance 340 nm; inhibition, % at 10 µM; 65,000 compounds, 0.49% hits; AID 539, 2006;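 active = top-ranked compounds by inhibition in the single 10 µM screen, taking a fixed number of the strongest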;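 also: 0% = full reaction with DMSO carrier and 100% = background rate without enzyme reaction; no value below 0 was filed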
Alkaline phosphatase: human TNAP enzyme inhibitors, biochemical, luminescent (AID 518); purified TNAP enzyme, luminescent substrate readout; higher % means a stronger effect; 64,000 compounds, 0.09% hits; Alkaline phosphatase, tissue-nonspecific isozyme (Homo sapiens); inhibition, % at 20 µM; hits with a dose series show IC50 in µM; in the data active = a potency from the dose series; inactive = the rest, 99 in 100 with inhibition below about 22%;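 also: plate controls were vehicle for no effect and reference inhibitor for full effect; many of its hits are not listed in these tables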
LYP inhibition: LYP phosphatase inhibitors, primary screen, biochemical, DiFMUP fluorescence, recombinant catalytic domain, 10 µM (AID 606). 52,000 tested, under 10 active. recombinant LYP catalytic domain, DiFMUP fluorescence; higher % means a stronger effect. inhibition, % at 10 µM, or IC50 in µM where a hit was titrated. Tyrosine-protein phosphatase non-receptor type 22 (Homo sapiens);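 active = IC50 under 40 µM in the dose-response test; inactive = IC50 of 40 µM or more, or never dose-tested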
DPM-DC inhibit: S. pneumoniae DPM-DC inhibitors, primary screen, biochemical, PK/LDH-coupled NADH fluorescence. diphosphomevalonate decarboxylase (Streptococcus pneumoniae D39). purified DPM-DC. calls only at 10 µM. 65,000 compounds, 0.49% hits. AID 556, 2006;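 active = the 320 compounds with the highest percent inhibition in the single-dose primary screen, excluding strongly autofluorescent ones, cut at about 32% in these data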;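 also: kinetic rate of NADH fluorescence loss reporting ADP formed by the decarboxylase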
KRASV12 cytotoxicity: cytotoxicity in KRAS-transformed pancreatic duct cells, primary screen, cell-based, fluorescence, HTS (AID 431) | 63,000 compounds, 1.7% hits | HPDE-C7K KRASV12 cells, Alamar Blue viability, 48 h; higher % means a stronger effect | cytotoxicity, % at 10 µM; hits with a dose series show EC50 in µM;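 active = compounds whose percent cytotoxicity in the single-dose primary screen, scaled between solvent and toxic-drug controls, exceeds 50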;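 also: 0% = DMSO solvent wells and 100% = doxorubicin-treated wells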
Spn PMK inh pilot replicates: recorded beside Spn PMK inh, whose call it bears; inhibition, %; measured here: pilot screen replicates
Spn MK inh pilot replicates: further read-out of Spn MK inh, marked with its call; inhibition, %; measured here: pilot screen replicates
DPM-DC inhibit pilot screen %: recorded beside DPM-DC inhibit, whose call it bears; inhibition, %; measured here: pilot screen trials
Numbers without * were called inactive; i = inactive; nt = no result given. Rule as the data show it, unless noted: active = cytotoxicity above about 50%; inactive = the rest. Rows are unselected; any-hit rate near 3.4%.

Start of the listing, in advance, 6 compounds:
SMILES	Bfl-1 inhibitors	Spn MK inh	HT1080 cytotoxicity	HPDE-C7 viability	Spn PMK inh	Alkaline phosphatase	LYP inhibition	DPM-DC inhibit	KRASV12 cytotoxicity	others
CCSc1nnc(NC(=O)C(C)(C(F)(F)F)C(F)(F)F)s1	-6%	0	2%	9%	13	16%	15%	i	-1%
Cc1noc(C)c1S(=O)(=O)Nc1ccc(C(=O)NC2CCCCCC2)cc1	-5%	5	1%	0%	7	4%	nt	i	-2%
CC1(C)C(=O)OC(c2c(F)c(F)c(F)c(F)c2F)C2(CCCCC2)C1=O (stereo not drawn)	-5%	2	-5%	10%	8	15%	-11%	i	8%
CCCC(=O)Nc1ccccc1-c1nnn(CC(=O)Nc2ccc(OC)cc2)n1	0%	10	16%	-31%	9	20%	3%	i	-11%	Spn PMK inh pilot replicates=1.0;Spn MK inh pilot replicates=0.0;DPM-DC inhibit pilot screen %=3.5
Cc1cccn2cc(CCNS(=O)(=O)c3ccc4c(c3)OCCO4)nc12	1%	5	-7%	-2%	2	8%	nt	i	4%
N=c1c[n+](N2CCOCC2)[n-]o1	-4%	8	-8%	14%	5	10%	18%	i	2%	Spn PMK inh pilot replicates=4.0;Spn MK inh pilot replicates=6.0;DPM-DC inhibit pilot screen %=0.0

This part in full (from the top)
SMILES	Bfl-1 inhibitors	Spn MK inh	HT1080 cytotoxicity	HPDE-C7 viability	Spn PMK inh	Alkaline phosphatase	LYP inhibition	DPM-DC inhibit	KRASV12 cytotoxicity	others
CCSc1nnc(NC(=O)C(C)(C(F)(F)F)C(F)(F)F)s1	-6%	0	2%	9%	13	16%	15%	i	-1%
Cc1noc(C)c1S(=O)(=O)Nc1ccc(C(=O)NC2CCCCCC2)cc1	-5%	5	1%	0%	7	4%	nt	i	-2%
CC1(C)C(=O)OC(c2c(F)c(F)c(F)c(F)c2F)C2(CCCCC2)C1=O (stereo not drawn)	-5%	2	-5%	10%	8	15%	-11%	i	8%
CCCC(=O)Nc1ccccc1-c1nnn(CC(=O)Nc2ccc(OC)cc2)n1	0%	10	16%	-31%	9	20%	3%	i	-11%	Spn PMK inh pilot replicates=1.0;Spn MK inh pilot replicates=0.0;DPM-DC inhibit pilot screen %=3.5
Cc1cccn2cc(CCNS(=O)(=O)c3ccc4c(c3)OCCO4)nc12	1%	5	-7%	-2%	2	8%	nt	i	4%
N=c1c[n+](N2CCOCC2)[n-]o1	-4%	8	-8%	14%	5	10%	18%	i	2%	Spn PMK inh pilot replicates=4.0;Spn MK inh pilot replicates=6.0;DPM-DC inhibit pilot screen %=0.0
O=C(COC(=O)c1ccco1)Nc1ccc2c(c1)OCCO2	0%	1	0%	-13%	5	9%	11%	i	-4%
COc1cccc(NC(=O)CSc2nncn2N)c1	-4%	14	19%	-4%	3	3%	nt	i	-9%
CN1CCN(C(=O)c2cc3nc(-c4ccc(Cl)cc4)cc(C(F)(F)F)n3n2)CC1	-3%	4	-3%	17%	0	8%	-3%	i	15%
CC12CCC(C(=O)Nc3ccc4c(c3)OCCO4)(OC1=O)C2(C)C (stereo not drawn)	-3%	3	nt	1%	7	9%	12%	i	-1%
COCCN(C(=O)Cn1nnc2ccccc21)C(C(=O)NC1CCCC1)c1cccc(OC)c1OC (stereo not drawn)	0%	0	-7%	-2%	15	6%	2%	i	-9%
COC(=O)CS(=O)(=O)c1cc(Br)cc2c1N(C(C)=O)CC2	-5%	5	2%	-6%	16	6%	-2%	i	0%
COC(=O)c1ccc(NC(=O)CN2C(=O)CCC2=O)cc1	-1%	4	-2%	-13%	13	4%	21%	i	-16%
CCC(=O)c1ccc(OCC(=O)Nc2nn3cnnc3s2)cc1	0%	0	-9%	-7%	13	6%	nt	i	-9%
CCOC(=O)N1CCC(NS(=O)(=O)c2cc3c(cc2Cl)NC(=O)CO3)CC1	-5%	7	-4%	-22%	11	-1%	-3%	i	-16%
Cc1cccc2nc(C(F)(F)F)nc(=O)n12	-1%	5	-8%	nt	11	4%	nt	i	nt
CCCCN(CCCC)S(=O)(=O)c1ccc(C(=O)Nc2nnc(CSC)o2)cc1	0%	0	-7%	73%*	15	15%	-13%	i	70%*
Cc1ccc(-n2ncc3c(=O)[nH]c(SC(C)C)nc32)cc1	0%	0	2%	4%	4	14%	11%	i	8%	Spn PMK inh pilot replicates=0.0;Spn MK inh pilot replicates=0.5;DPM-DC inhibit pilot screen %=0.0
CCOC(=O)NC(C(F)(F)F)(C(F)(F)F)P(=O)(c1ccccc1)c1ccccc1	-6%	3	-1%	0%	15	1%	7%	i	6%
CN1CCc2c(sc3c2c(=O)n(-c2ccc(Cl)cc2)c2nncn32)C1	-7%	8	5%	-30%	0	0%	12%	i	-24%
Cc1cc2nnc(SCC(=O)N3C(C)CCCC3C)n2c(N)n1 (stereo not drawn)	2%	6	-8%	-9%	13	4%	nt	i	-5%
Cc1cnc(-c2nnc(N(C)C(=O)c3cccnc3)s2)cn1	-7%	0	2%	1%	19	12%	5%	i	16%
CC1=C(C(=O)N(C)C)C(c2cccc(Cl)c2)NC(=O)N1 (stereo not drawn)	-5%	0	-1%	nt	13	6%	-11%	i	nt
COc1ccc(C2C(C(=O)NCCN(C)C)c3cc(OC)c(OC)cc3C(=O)N2C)cc1OC (stereo not drawn)	-4%	7	-12%	-7%	2	6%	-11%	i	0%
O=C1CSc2ccc(C(=O)N3CCN(c4ccccn4)CC3)cc2N1	2%	2	21%	-4%	10	3%	6%	i	-8%

2 neighbouring entries from above:
SMILES	Bfl-1 inhibitors	Spn MK inh	HT1080 cytotoxicity	HPDE-C7 viability	Spn PMK inh	Alkaline phosphatase	LYP inhibition	DPM-DC inhibit	KRASV12 cytotoxicity	others
Cc1cnc(-c2nnc(N(C)C(=O)c3cccnc3)s2)cn1	-7%	0	2%	1%	19	12%	5%	i	16%
CC1=C(C(=O)N(C)C)C(c2cccc(Cl)c2)NC(=O)N1 (stereo not drawn)	-5%	0	-1%	nt	13	6%	-11%	i	nt
